# AmpC detergent = qHTS Inhibitors of AmpC Beta-Lactamase (assay with detergent); P00811; AmpC hydrolysis of nitrocefin, absorbance 480 nm, 0.01% Triton; AID 485294, 2010; hit rate 0.041% among 370,000; Potency, µM (doses to about 114 µM), inactives show top-dose activity change, negative = inhibition, actives largely listed as inhibitors;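 note: potency is the fitted concentration of half-maximal effect; 0% = no-compound wells and -100% = no-enzyme wells; nearly all actives have a fitted effect of over 25% in size; some results filed as inactive show a strong effect at the top dose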
# Target sequence (P00811 whole entry, looked up): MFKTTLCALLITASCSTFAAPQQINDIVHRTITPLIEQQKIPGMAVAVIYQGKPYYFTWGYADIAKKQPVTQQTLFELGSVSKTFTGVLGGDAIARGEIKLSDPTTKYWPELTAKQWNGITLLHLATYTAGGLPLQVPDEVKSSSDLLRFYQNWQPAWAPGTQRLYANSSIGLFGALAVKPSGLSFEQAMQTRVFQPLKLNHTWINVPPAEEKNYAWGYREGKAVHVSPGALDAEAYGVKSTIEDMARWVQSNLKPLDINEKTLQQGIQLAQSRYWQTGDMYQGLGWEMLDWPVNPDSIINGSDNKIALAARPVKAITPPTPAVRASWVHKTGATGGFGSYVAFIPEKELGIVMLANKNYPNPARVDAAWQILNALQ
#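 AmpC (5.3 nM in the dispensed reagent) in 20 mM phosphate pH 7.0 with 0.01% (detergent screen) or 0.0001% Triton X-100 was preincubated with compounds for 15 min at room temperature. Nitrocefin was then added from an 800 uM solution, and hydrolysis was followed at 480 nm.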
# CHX counter = Cycloheximide Counterscreen for Small Molecule Inhibitors of Shiga Toxin. hit rate 12% among 300,000. cell reporter, cycloheximide protein synthesis inhibition counterscreen. AID 2314, 2010. max response, %; in the data active = max response mostly above about 13%, no sharp cut-off; inactive = mostly below about 14%; note: read at 38.3 µM for the half of the compounds with a filed dose; 0% is about no effect
# AmpC inh no detg = qHTS Inhibitors of AmpC Beta-Lactamase (assay without detergent) | AmpC nitrocefin hydrolysis, absorbance 480 nm, 0.0001% Triton | hit rate 0.52% among 330,000 | P00811 | Potency, µM (titrated, usually from 57.1 µM), without a hit: top-dose activity change, negative = inhibition, usual class: inhibitors | AID 485341, 2010;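 note: potency is the fitted concentration of half-maximal effect; plate controls were no compound for no effect and no enzyme for full effect; nearly all actives have a fitted effect of over 20% in size; some results filed as inactive show a strong effect at the top dose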
#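 AmpC (5.3 nM in the dispensed reagent) in 20 mM phosphate pH 7.0 with 0.01% (detergent screen) or 0.0001% Triton X-100 was preincubated with compounds for 15 min at room temperature. Nitrocefin was then added from an 800 uM solution, and hydrolysis was followed at 480 nm.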
# AMA1-RON2 inh = qHTS for Inhibitors of AMA1-RON; Towards Development of Antimalarial Drug Lead: Primary Screen; Plasmodium falciparum AMA1 (3D7) - RON2 peptide interaction; AlphaScreen AMA1-biotinylated RON2 peptide binding; Potency, µM (doses to about 58.2 µM), for the others: top-dose activity change, negative = inhibition, usual class: inhibitors; hit rate 0.2% among 360,000; AID 720542, 2013;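 note: potency is the fitted concentration of half-maximal effect; 0% = vehicle wells and -100% = peptide control; nearly all actives have a fitted effect of over 45% in size; some results filed as inactive show a strong effect at the top dose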
#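 AMA1 (3D7) with his tag at 25 nM final met compounds first, then biotinylated RON2 peptide at 25 nM; detection used donor plus acceptor beads, 10 µg/mL apiece, read by AlphaScreen after 30 min at room temperature.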
# FBPA Giardia inh = qHTS Assay for Inhibitors of Fructose-1,6-bisphosphate Aldolase from Giardia Lamblia | purified Giardia FBPA | Potency, µM (top dose mostly 59.6 µM), without a hit: top-dose activity, negative = inhibition, most hits filed as inhibitors | hit rate 0.71% among 290,000 | AID 2451, 2010; note: potency is the fitted concentration of half-maximal effect; % is set by controls: 0 for no effect and ±100 for the full control effect; nearly all actives have a fitted effect of over 55% in size
# Target sequence (A8B2U2 whole entry, looked up): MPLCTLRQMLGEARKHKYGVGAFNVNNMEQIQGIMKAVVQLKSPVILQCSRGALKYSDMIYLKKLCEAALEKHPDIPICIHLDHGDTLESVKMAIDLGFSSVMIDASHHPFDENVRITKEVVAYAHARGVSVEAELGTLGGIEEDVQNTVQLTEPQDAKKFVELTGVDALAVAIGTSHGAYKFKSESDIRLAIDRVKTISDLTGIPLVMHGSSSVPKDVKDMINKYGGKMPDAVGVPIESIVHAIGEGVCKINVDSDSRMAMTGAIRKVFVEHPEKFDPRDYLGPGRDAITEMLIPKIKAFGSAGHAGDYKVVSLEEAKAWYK
#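 40 nM FBPA preincubated 10 min at RT with compound (up to 57.5 uM final), then substrate plus GAPDH/TPI/NAD/arsenate coupling and diaphorase/resazurin added. Fluorescence read after 20 min at RT, 525/598 nm.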
# HCMV antiviral = qHTS Assay for inhibitors of the human cytomegalovirus (HCMV). HFF cells, HCMV-luciferase reporter, 72 h; stronger effect = lower value. activity change, negative = inhibition, % at 57.5 µM. AID 1259415, 2018. hit rate 4.5% among 410,000; in the data active = activity change below about -60%; inconclusive = no clear call, values can overlap the other calls; inactive = above about -39%; note: % is set by controls: 0 for no effect and ±100 for the full control effect
#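 Luciferase read-out from HCMV-luciferase-infected HFFs (MOI 1 PFU/cell) 72 h post infection at 37C; compounds added after 16 h cell attachment; activity normalized between buffer-only basal and Salinomycin (10uM) inhibitor controls.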
# Shiga inhibitor = A qHTS for Small Molecule Inhibitors of Shiga Toxin | Vero cells, Shiga toxin protein synthesis inhibition reporter | inhibition, % at 38.7 µM | hit rate 9.2% among 290,000 | AID 2315, 2010; in the data active = inhibition mostly above about 28%, no sharp cut-off; inactive = mostly below about 43%; note: 0% is about no effect
# The depositor's hits bear a star; ? = inconclusive; / = no result given; + = active, no number; & = joins results of further samples; [ ] = another dose, or the depositor's remark. Unless noted, calls come from the whole dose curve; as a rule, active = well fitted curve in the direction sought with a large enough effect; inconclusive = small, poorly fitted or top-dose-only effect, or another doubt; inactive = no such curve, though single readings can be large; an effect the other way counts as inactive or inconclusive.
# The opening 3 compounds, to show the layout:
SMILES,AmpC detergent,CHX counter,AmpC inh no detg,AMA1-RON2 inh,FBPA Giardia inh,HCMV antiviral,Shiga inhibitor
CCN=C1S/C(=C\c2cn(CC(=O)NCCOC)c3ccccc23)C(=O)N1CC,3%,-2,40%[activator],-3%,2%,119,6
COc1ccc(Cl)cc1N1C(=O)C2CCCN2C1c1ccc(F)cc1 (stereo not drawn),?,-5,27%,-4%,-3%,7,14
O=C(Nc1nc2c(F)cc(F)cc2s1)c1ccc2c(c1)OCCO2,-11%,/,-30%,/,/,106,/

# The list itself, repeating the preview:
SMILES,AmpC detergent,CHX counter,AmpC inh no detg,AMA1-RON2 inh,FBPA Giardia inh,HCMV antiviral,Shiga inhibitor
CCN=C1S/C(=C\c2cn(CC(=O)NCCOC)c3ccccc23)C(=O)N1CC,3%,-2,40%[activator],-3%,2%,119,6
COc1ccc(Cl)cc1N1C(=O)C2CCCN2C1c1ccc(F)cc1 (stereo not drawn),?,-5,27%,-4%,-3%,7,14
O=C(Nc1nc2c(F)cc(F)cc2s1)c1ccc2c(c1)OCCO2,-11%,/,-30%,/,/,106,/
COC(=O)c1cc(S(=O)(=O)Nc2ccsc2C(=O)OC)oc1C,-3%,4,-13%,-8%,25%,-4,10
Cc1nc2cc(-c3cccs3)nn2c(NCC(C)(C)CN(C)C)c1C,-4%,-2,-9%,1%,2%,32,-1
CSc1nnc2ccc(-c3ccccn3)nn12,?,10,-16%,14%,2%,0,25
CC(Cc1nnc(SCC(=O)O)n1N)c1ccccc1 (stereo not drawn),-3%,6,14%,-10%,-3%,-23,7
Nc1cc(OC(=O)c2cccs2)nn1S(=O)(=O)c1ccc(F)cc1,-10%,-5,-33%,-4%,-1%,22,-17
NC(=S)N/N=C/c1ccc(-n2nncc2-c2ccc(Cl)cc2)cc1,-5%,-6,-55%,60%[activator],/,/,11
COc1ccc(-n2nc(C(=O)N3CCCCC3)c(C)c(C#N)c2=O)cc1,0%,-2,-5%,5%,-23%,-33,-11
O=C1CC(c2ccco2)CC(O)=C1C=NCCN1CCNCC1 (stereo not drawn),-7%,-2,2%,58%[activator],-15%,65,-2
COc1ccc(Cn2c(=S)[nH]c3ccsc3c2=O)cc1,0%,-3,-35%,70%[activator],1%,-24,2
CCOc1ccc(NC(=O)CN(C)C(=O)Cc2n[nH]c(=O)c3ccccc23)cc1OCC,4%,/,-14%,-7%,/,4,/
COc1ccc(/C=C/C(=O)NC2CCCCCC2)cc1S(=O)(=O)N1CCOCC1,-10%,19*,115%[activator],-3%,8%,20,21
COC(=O)c1cc(C#N)c(OC)nc1C,2%,-1,-8%,16%,5%,-4,-12
CCOC(=O)C1CCN(CCC(=O)Nc2cccc(C)c2)CC1,-1%,-3,-1%,4%,-5%,42,-5
Cc1ccc(CCNC(=O)c2nnn(-c3cccc(C)c3)c2N)cc1,1%,5,8%,-6%,-3%,26,40
NC(=O)COC(=O)c1cc([N+](=O)[O-])ccc1NCCO,2%,2,-17%,12%,1%,-18,-12
O=C(c1sc2ccccc2c1Cl)N(Cc1ccccc1Cl)C1CCS(=O)(=O)C1 (stereo not drawn),?,6,1%,-12%,-1%,24,21
Cc1ccccc1S(=O)(=O)Cc1ccc(C(=O)NCCc2ccccc2)o1,-14%&3%,21,-6%,-1%,2%,20&57,47
CC(=O)Nc1ccc(S(=O)(=O)Nc2ccc(N3CCCCC3)cc2)cc1,/,/,-18%,?,/,0,/
COc1ccc(-c2cc(C(=O)OCC(=O)N3CCOCC3)c3ccccc3n2)cc1,/,/,174%[activator],22%,/,-12,/
COc1ccc(-c2onc3ccc(C(C)=O)cc23)cc1,2%,2,-9%,1%,7%,/,-4
Cc1cccc(Nc2nccc(N(C)C)c2C#N)c1,4%,-1,-14%,-2%,3%,-21,12
CCOc1ccc(CCNC(=O)CCc2nc(-c3ccc(OC)cc3)no2)cc1OCC,-9%,10,29%,32%[activator],1%,-27,-8
Cc1cccc(-n2ncc3c(N)ncnc32)c1,-1%,52*,-12%,-8%,13%,72,93
COc1ccccc1C(=O)Nc1ccc(OCC(=O)N2CCCCC2)cc1,0%,/,3%,-5%,/,-5,/
O=C(CNC(=O)c1ccc(Cl)cc1)N/N=C/C=C/c1ccccc1,-16%,-1,-23%,?,6%,0,6
CC1=C(C(N)=O)C(c2cccc(OCc3ccccc3)c2)n2nnnc2N1 (stereo not drawn),-3%,4,-16%,11%,-4%,-31,-9
COc1ccc(CN2CCNC(=O)C2CC(=O)NC2CCC2)c(OC)c1 (stereo not drawn),-13%,-2,-7%,-5%,/,2,-2
COc1ccc(OCC(=O)N/N=C\c2ccco2)cc1,9%,-2,-10%,-4%,0%,-9,1
Cc1cc(C)nc(N(C#N)CN2C(=O)c3ccccc3C2=O)n1,?,7,2%,15%,2%,-1,17
Clc1ccc(CCNc2nc3ccccc3s2)cc1,-6%,10,-19%,-5%,0%,2,25
CCOc1ccc2nc(CN3CCN(Cc4ccsc4)C(CCO)C3)ccc2c1 (stereo not drawn),1%,12,98%[activator],19%,-24%,?,-2
O=C(Nc1ccc(O)cc1)c1c(O)c2c([nH]c1=O)CCCC2,0%,44*,-38%,16%,0%,37,146*
COc1ccc(NC(=O)CSc2nc3ccccc3c(=O)n2CCCO)cn1,-1%,/,-8%,-4%,/,-2,/
Cc1ccc(CNC(=O)CNS(=O)(=O)c2ccc3c(c2)C(C)(C)C(=O)N3C)cc1,?,0,3%,12%,9%,98,-5
CCOc1ccc2c(=O)c(Oc3ccccc3)c(C)oc2c1,-11%,7,-15%,-3%,2%,-23,-6
CCOc1ccc(C(C(=O)NCCOC)N(CCOC)C(=O)CCC(=O)Nc2ccccn2)cc1 (stereo not drawn),3%,1,22%,-11%,-1%,-27,-13
CCOC(=O)N1CCC(NC(=O)c2ccc3c(c2)N=C(C)c2c(C)ccc(C)c2S3)CC1,-4%,-6,177%[activator],-9%,-8%,-93*,-16
O=C(CCN1C(=O)C2C3C=CC(C3)C2C1=O)N1CCN(c2ccccc2Cl)CC1 (stereo not drawn),8%,2,133%[activator],-14%,1%,21,-10
O=C(O)c1ccc(Cl)c(N2C(=O)Nc3ccccc3N2O)c1,1%,3,4%,-1%,-5%,-61*,21
Cc1ccccc1C(=O)NC(C)c1ccc2c(c1)CCCC2 (stereo not drawn),-14%,-1,-3%,5%,0%,-22,-9
O=C1C(Cl)=C(Nc2ccccc2O)C(=O)N1c1ccccc1,?,45*,-48%,3%,-25%,23,67*
Cc1cccc(NS(=O)(=O)c2cc(C(=O)OC(C)C(=O)NCc3ccc4c(c3)OCO4)ccc2C)c1 (stereo not drawn),-5%,0,-37%,-8%,3%,-18,11
COc1ccc2oc(C(=O)N(C)CCOc3ccccc3)c(C)c2c1,-1%,38*,283%,32%[activator],/,42,83*
CCOC(=O)N1CCN(S(=O)(=O)c2c(C)nc3scc(C)n3c2=O)CC1,-1%,-3,-3%,-1%,/,-12,-4
Cn1c(=O)c2c(nc(SCC(=O)Nc3ccccc3N3CCCCC3)n2C)n(C)c1=O,3%,-1,106%[activator],5%,3%,40,-13
Cc1ccc(S(=O)(=O)NCC(=O)OCC(=O)NCc2cccs2)cc1,-15%,/,-17%,-4%,/,-31,/
COc1ccc(CCNC(=O)C(=O)NCC2OCCN2S(=O)(=O)c2ccc(Br)cc2)cc1 (stereo not drawn),-1%,-7,-57%,-1%,4%,-27,-3
COc1cc(OC)cc(-c2c(C#Cc3ccsc3)c3cc(-c4ccc(SC)cc4)ccc3n2C)c1,/,/,-17%,19%,/,-6,/
O=S(=O)(c1ccc(Cl)cc1Br)N1CCCCC1,?,2,-8%,21%,-2%,-31,-10
Cc1ccc(N2C(=O)C3ON(c4ccccc4)C(c4ccncc4)C3C2=O)cc1 (stereo not drawn),11%,4,104%[activator],15%,19%,24,-15
CC1CCN(CC(=O)c2c[nH]c3ccccc23)CC1,5%,22,-30%,-4%,-13%,115,15
COc1cccc(-c2sc3ccccc3c2-c2ccc(OCCN3CCCC3)cc2)c1,/,/,47%,?,/,-21,/
Cc1ccnc2nc(C(=O)Nc3ccc(S(=O)(=O)N4CCCC4)cc3)nn12,16%,1,-4%,9%,9%,-20,-7
CC(C)N(CCO)C(=O)CCc1nnc(CCCc2ccccc2)o1,?,39*,32%,-20%,0%,62,63*
CC(C)C(NC(=O)C1CCCCC1)C(=O)Nc1ccc2c(c1)OCCO2 (stereo not drawn),7%,63*,-2%,-2%,-7%,-1,+
CC1=C(C(=O)OCc2ccccc2)C(c2cccnc2)n2ncnc2N1 (stereo not drawn),-5%,0,-4%,0%,-19%,17,-3
O=C(COC(=O)c1ccccc1N1C(=O)C2C3CCC(C3)C2C1=O)c1ccccc1 (stereo not drawn),?,1,-17%,-2%,4%,6,-7

# (cont.)
SMILES,AmpC detergent,CHX counter,AmpC inh no detg,AMA1-RON2 inh,FBPA Giardia inh,HCMV antiviral,Shiga inhibitor
CCCc1cc(=O)oc2cc(C)cc(OCc3nn[nH]n3)c12,-4%,-2,-6%,-1%,-1%,20,-26
COc1ccc2sc(N(CCCN(C)C)C(=O)c3ccc(C(=O)c4ccccc4)cc3)nc2c1,?,/,202%[activator],-21%,/,-3,/
COc1ccc(S(=O)(=O)NC2CCCCC2)cc1F,?,1,-17%,0%,/,-14,-15
Cc1cc(C)c(NS(=O)(=O)c2c(C(=O)N3CCOCC3)c(C)n(C)c2C)c(C)c1,-1%,1,51%,2%,/,6,32
CC1CCN(C(=O)C(C)Sc2nc(-c3ccccc3)cc(C(F)(F)F)n2)CC1 (stereo not drawn),-4%&1%,-3,47%,26%,4%,?,-24
COc1ccc(CCN2CC34C=CC(O3)C(C(=O)NCc3ccccc3Cl)C4C2=O)cc1OC (stereo not drawn),-6%,1,95%[activator],11%,4%,70,2
CN(C)S(=O)(=O)c1ccc(NC(=O)CSc2nnc(-c3ccco3)o2)cc1,/,/,-9%,3%,/,1,/
CCOc1ccc(NC(=O)C(c2ccccn2)N(C(=O)CCl)c2ccc(OC)cc2)cc1 (stereo not drawn),-5%,55*,84%[activator],16%,7.1µM*,12,77*
S=c1[nH]nc(-c2cc(-c3ccccc3)n[nH]2)n1/N=C/c1ccc(Br)s1,-2%,-1,-43%,56%[activator],1%,135,9
CN(C)CCCN(C(=O)c1ccc(S(=O)(=O)N(C)Cc2ccccc2)cc1)c1nc2c(F)cccc2s1,1%,-1,55%,-3%,/,-4,19
Cc1ccc(OCCC(=O)Nc2c(C)n(C)n(-c3ccccc3)c2=O)cc1,?,3,36%,3%,5%,-25,-11

# Screens deposited in PubChem BioAssay by National Center for Advancing Translational Sciences (NCATS).
